IkB signaling: inhibitors of IkB signaling in ABC-DLBCL cells; ABC-DLBCL IkBa-CBG/CBR dual luciferase ratio, 4 h; response scale: scaled: untreated 0%, proteasome inhibitor 100%; Potency, µM (doses to about 57.1 µM), for the others: at the highest dose IkBa stabilization activation; 110,000 tested, 0.04% active; active means well fitted curve in the direction sought with a large enough effect in the signal ratio, not every such curve was filed as active; inconclusive means small, poorly fitted or top-dose-only effect, or a change in a side signal; the % refers to the signal ratio;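 further: the direction sought is a rising ratio; 0% = basal untreated cells and 100% = reference inhibitor full response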
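In this assay, an IκBα–CBG68 fusion accumulates when IKK-driven degradation is blocked; native CBR normalizes for cell number. OCI-Ly3 cells were treated 4 h with compound and doxycycline, then green and red light read after Chroma-Glo addition.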
Peg3 imprint: induces erasure of genomic imprints in mouse ES cells. mouse ES Peg3-LacZ reporter, beta-gal luminescence, 40 h. Potency, µM (doses to about 60.7 µM), without a hit: at the highest dose activity change, positive = activation, hits mostly activators. 110,000 tested, 0.02% active. AID 1948;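 further: 0% = negative control wells on the plate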
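Each well holds 300 Peg3LacZ-Neo (maternal) female ES cells incubated 40 h at 37C, 5% CO2. LacZ is measured by BetaGlo luminescence, with AC50 and maximum efficacy derived from dose-response curves.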
p53ts 32C tox: kills p53ts cells at the permissive temperature | Potency, µM (highest dose often 46.1 µM), inactives show at the top dose activity change, negative = cytotoxicity, most hits filed as cytotoxic | H1299-p53A138V at 32C, ATP luminescence viability, 24 h | AID 924 | 130,000 tested, 0.93% active;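 further: 0% = DMSO and -100% = full killing by reference compound; nearly all actives have a fitted effect of over 55% in size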
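Viability by ATPlite luminescence after 24 h compound treatment (up to 46 uM) at the permissive 32C. Cells are H1299 carrying p53 A138V. Scale runs from DMSO basal to 100 uM tamoxifen as full kill; AC50 from Hill fits.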
p53ts 39C tox: cytotoxicity in p53ts cells at nonpermissive temperature. AID 902. 130,000 tested, 1.5% active. Potency, µM (top dose mostly 46.1 µM), inactives show at the top dose activity change, negative = cell killing, most hits filed as cytotoxic. H1299-p53A138V viability at 39C, ATP luminescence, 24 h; further: nearly all actives have a fitted effect of over 55% in size
* marks the source's active call; other numbers are inactive results; ? = inconclusive; . = not tested or not shown; [ ] = another dose, or the depositor's remark. Unless noted, the call rests on the fitted dose curve; in most records, active means well fitted curve in the direction sought with a large enough effect; inconclusive means small, poorly fitted or top-dose-only effect, or another doubt; inactive means no such curve, though single readings can be large; an effect the other way counts as inactive or inconclusive. Unless noted, on the % scale 0 is the no-effect control and ±100 the full control effect; potency means the concentration at half of the fitted maximal effect.

SMILES	IkB signaling	Peg3 imprint	p53ts 32C tox	p53ts 39C tox
O=C1CCC(C(=O)NCCCn2ccnc2)N1 (centres undefined)	-0.5%	-3.5%	2.2%	-6.5%
Cn1c(=O)c(C(=O)c2ccccc2)nc2ccccc21	0.6%	-2.2%	2.6%	-17.1%
COc1ccc(-c2nc3nc(C)cc(C)n3c2Nc2c(C)cccc2C)cc1	4.2%	12.7%[10.9 µM]	50.7%[activator]	2.0%
COC(=O)c1c(NC(=O)c2ccc(S(=O)(=O)N3CCCC(C)C3)cc2)sc2c1CCN(C(C)C)C2 (centres undefined)	-0.3%	-17.1%[10.9 µM]	-6.3%	-14.0%
COc1ccc(Cl)cc1NC(=O)Cn1cc2c(n1)CCC(C)C2 (centres undefined)	-3.2%	-16.7%[10.9 µM]	4.4%	2.1%
Cc1cccc(-c2nc(SCC(=O)N(C)c3ccccc3)c3c(=O)n(C)c(=O)n(C)c3n2)c1	0.5%	9.0%[10.9 µM]	-0.5%	-0.7%
Cc1ccc(Nc2ccccc2)cc1	.	.	-13.5%	4.0%
CCC(Sc1nc2ccccc2c(=O)n1CCN1CCOCC1)C(=O)NCc1cccnc1 (centres undefined)	-0.1%	-4.2%	7.6%	6.3%
Cc1cc(O)c(C(c2ccccc2)N2CCN(c3ccc(F)cc3)CC2)c(=O)n1Cc1ccco1 (centres undefined)	?	-12.3%[10.9 µM]	8.0%	5.4%
Cc1cc2c(nn1)CCc1nonc1-2	1.9%	13.0%	1.1%	-0.8%
Nc1c(C(=O)OCC2CCCO2)c2nc3ccccc3nc2n1C1CCCC1 (centres undefined)	0.4%	-18.3%	-11.6%	6.4%
O=C(CSc1nnc(-c2ccco2)o1)NC(=O)C1COc2ccccc2O1 (centres undefined)	-0.1%	-12.2%	-0.4%	1.4%
Cc1ccc(CN2CCc3nc(N4CCN(c5ncccn5)CC4)ncc3C2)cc1	2.1%	-10.0%[10.9 µM]	-3.0%	-25.4%
O=C(CC1(O)C(=O)Nc2ccccc21)c1cccnc1 (centres undefined)	4.8%	.	0.0%	2.3%
Cc1ccccc1OCc1ccc(-c2nc(C#N)c(N3CCN(c4cccc(Cl)c4)CC3)o2)o1	-0.1%	-17.9%[10.9 µM]	-3.7%	4.2%
COC(=O)c1ccc(COc2ccc3c4c(c(=O)oc3c2)CCC4)o1	3.9%	-24.3%	-1.7%	6.7%
COc1cccc(C(=O)Nc2ccc(-n3nncc3-c3ccccc3)cc2)c1	?	11.2%[10.9 µM]	13.2%	-10.7%
CN(C)S(=O)(=O)c1cccc(-c2cn3ccccc3n2)c1	-3.4%	-14.8%	-2.4%	3.6%
CC(=O)c1cc2c(O)c(O)ccc2o1	5.4%	-26.2%	-9.6%	-12.5%
Cc1cc(C)c(S(=O)(=O)Nc2ccc[nH]c2=O)c(C)c1	2.7%	1.9%	-0.6%	8.6%
Cc1ccc(CN(Cc2ccco2)C(=O)c2cccc(C)c2)cc1	?	-7.0%[10.9 µM]	4.0%	-5.1%
O=C(CSc1nc2c(c(=O)n1-c1ccccc1)SCC2)N1CCOCC1	-3.2%	-12.8%	6.3%	6.9%
COC(=O)c1ccccc1NC(=O)c1cc(-c2cccc(OC)c2)on1	6.5%	-3.2%	-22.8%	-12.0%
CCCCOC(=O)Cc1c(O)c2ccccc2[nH]c1=O	1.0%	-1.3%	5.8%	-10.2%
CC(=O)c1ccc(N2CCN(C(=O)c3cc(-c4ccc5c(c4)OCO5)nc4ccccc34)CC2)cc1	3.7%	-26.6%	-4.4%	-12.3%
(next part)
SMILES	IkB signaling	Peg3 imprint	p53ts 32C tox	p53ts 39C tox
Cc1ccc(-c2cn3c(n2)sc2cc(C(=O)NCCCc4ccccc4)ccc23)cc1	?	-7.1%[10.9 µM]	11.0%	-9.1%
NC(=O)NCCC[C@H](N)C(=O)O	.	4.2%	1.2%	-7.3%
Cc1cccc(NC(=O)C2CCN(c3nc(C)cc(C)n3)CC2)c1	0.3%	-11.7%	5.9%	-2.7%
Cc1ccc(C(=O)Nc2ccc3nc(N4CCCCC4)cc(C)c3c2)cc1F	6.6%	23.5%[10.9 µM]	5.0%	-7.9%
CC1(C)CC(=O)C2=C(C1)N=C1SCCC(=O)N1C2c1ccccc1 (centres undefined)	0.8%	1.3%	2.3%	-10.7%
O=C(Cn1nnc(-c2cc(Cl)ccc2-n2cnnn2)n1)N1CCCc2ccccc21	-0.5%	-8.0%	-4.7%	-6.9%
Cc1ccc2c(c1)N(C(=O)N1CCC(C(=O)NCCc3ccccc3)CC1)CC(C)O2 (centres undefined)	?	13.5%[10.9 µM]	2.9%	15.6%
COC(=O)C1=C(C)Nc2c(c(=O)n(C)c(=O)n2C)C1c1cccs1 (centres undefined)	-0.6%	-2.3%	10.7%	-8.8%
COc1ccc2c(OC)c3ccoc3nc2c1OC	-0.6%[11.4 µM]	-20.1%	-19.8%	?
Cc1sc2nc(SCc3nc(-c4ccccc4)no3)n(-c3ccccc3)c(=O)c2c1C	.	.	11.1%	29.4%
CCOC(=O)c1c(C)oc2cc(Br)c(OC)cc12	-0.7%	-13.0%	18.8%	-8.0%
CC(=O)c1cccc(NS(=O)(=O)c2c(C)nc3sc(C)cn3c2=O)c1	-1.6%	-22.4%[10.9 µM]	-3.1%	19.0%
O=C1C(=O)c2ccccc2C(O)=C1C(CCc1ccccc1)C1=C(O)c2ccccc2C(=O)C1=O	10.9%[11.4 µM]	-2.7%[10.9 µM]	7.9%[9.22 µM]	8.0%[9.22 µM]
Cc1nnc(SCC(=O)Nc2ncc(Cc3ccc(F)cc3)s2)n1N	1.6%	-9.0%	-6.7%	-2.5%
CC(C)(C)c1ccc(C(=O)Nc2c(C(=O)c3ccc(F)cc3)oc3ccccc23)cc1	2.2%	-2.9%[10.9 µM]	-2.9%	-0.6%
COc1ccc(N2CCN(c3ncnc4onc(C)c34)CC2)cc1	?	-13.2%[10.9 µM]	-4.1%	4.3%
COc1ccc(Nc2nc(N)nc(CN3CCc4ccccc4C3)n2)cc1	0.4%	-19.3%	-1.3%	17.3%
Cc1cccc(Cc2c(C)nc3nc(SCC(=O)NCc4ccco4)nn3c2C)c1	?	-2.6%	13.0%	33.4%[activator]
CCCOc1cccc(C(=O)N(Cc2cccs2)C2CCS(=O)(=O)C2)c1 (centres undefined)	-0.9%	-12.1%	-1.5%	10.0%
CCOC(=O)N1CCC(NC(=O)c2cnn3ccccc23)CC1	-1.4%	-12.9%	7.8%	0.0%
CCOC(=O)C1CCCN(C(=O)c2cn(C)c(=O)c3cc(OC)c(OC)cc23)C1 (centres undefined)	1.2%	-5.1%	10.6%	-2.3%
O=C(Cn1c(=O)n(Cc2cccs2)c(=O)c2cccnc21)Nc1ccc(F)cc1	7.2%	6.0%[10.9 µM]	5.3%	-3.8%
O=C(CCN1C(=O)c2ccccc2C1=O)Nc1cccnc1	.	.	-17.1%	14.0%
COc1ccc(OC)c(NC(=O)CS(=O)(=O)c2ccccc2)c1	-2.2%	2.5%	0.3%	-3.9%
O=C(OCC(=O)c1cccs1)c1ccc(NC(=O)c2ccco2)cc1	-0.5%	-22.6%	6.7%	-7.9%

Some entries already given, limited to p53ts 32C tox:
SMILES | p53ts 32C tox
O=C1CCC(C(=O)NCCCn2ccnc2)N1 (centres undefined) | 2.2%
Cn1c(=O)c(C(=O)c2ccccc2)nc2ccccc21 | 2.6%
COc1ccc(-c2nc3nc(C)cc(C)n3c2Nc2c(C)cccc2C)cc1 | 50.7%[activator]

Next compounds:
SMILES	IkB signaling	Peg3 imprint	p53ts 32C tox	p53ts 39C tox
O=C(NCc1ccc2c(c1)OCO2)C1CC(=O)N(CCc2ccccc2)C1 (centres undefined)	-4.2%	0.9%	-2.4%	5.4%
COc1ccc(-c2noc(CN3CCN(c4cccc(Cl)c4)CC3)n2)cc1	4.3%	-8.6%[10.9 µM]	-4.0%	-11.5%
Cc1cccc(Nc2sc(C(=O)c3ccc(Cl)cc3)c(N)c2C(N)=O)c1	1.2%	-4.4%[10.9 µM]	21.4%	-14.1%
COc1ccc(-n2c(Cc3cc(=O)[nH]c(=O)[nH]3)nnc2SCC(=O)N2CCC(C)CC2)cc1	1.0%	-3.8%	-1.2%	5.5%
COc1ccc(-n2nc3cc(C)c(NC(=O)c4cccnc4)cc3n2)cc1	0.2%	10.6%	-11.6%	-16.1%
Cc1ccc(NC(=O)C(C)Sc2nc(=O)cc(N)n2-c2cccc(C)c2)cc1 (centres undefined)	-1.1%	-9.0%[10.9 µM]	-8.6%	1.5%
Nc1cc(Cl)c([N+](=O)[O-])cc1O	0.2%	-4.7%	-1.1%[1.84 µM]	-4.9%
CC(=O)c1ccc(NC(=O)C2CCCN2S(=O)(=O)c2ccc(F)cc2)cc1 (centres undefined)	-0.9%	-0.7%	0.6%	2.8%
COc1ccc(N2C(=O)c3ccc(NC(C)=O)cc3C2=O)cc1	-1.0%	13.9%	-2.5%	0.5%
COc1ccc(-c2[nH]c3c(c2-c2c(-n4cccc4)n(C)c(=O)[nH]c2=O)c(=O)[nH]c(=O)n3C)cc1F	-0.7%	-7.4%[10.9 µM]	-3.0%	-4.9%
COc1ccc(NC(=O)c2ccc3nc(CCc4ccccc4)oc3c2)cc1	0.7%	-25.0%[10.9 µM]	-8.4%	-18.3%
Cc1noc(/C=C/c2cccs2)c1S(=O)(=O)N1CCC(C(=O)Nc2ccc(F)c(Cl)c2)CC1	-2.3%	-14.4%[10.9 µM]	-1.6%	14.7%
Nn1c(CSc2ccccn2)nc2ccccc2c1=O	-0.2%	-34.9%[inhibitor]	4.4%	-0.6%
COc1ccc(/C=C/C(=O)c2cccs2)cc1OC	.	5.2%	12.6µM*	15.8µM*
CC1(C)CC(=O)c2cc(-c3nc(-c4ccc(Cl)cc4)cs3)c(=O)n(-c3ccc(F)cc3)c2C1	?	10.1%[10.9 µM]	3.8%	10.0%
Cc1ccc(OC(=O)c2cc(-c3ccc4c(c3)OCCO4)on2)cc1C	?	-18.1%[10.9 µM]	?	?
C/C(CCN1CCc2nc(-c3ccccc3)c(-c3ccccc3)cc2C1)=N\O[C@@H](C)c1cc(-c2c(C)cc(C)cc2C)no1	.	.	-4.6%[9.22 µM]	-0.3%[9.22 µM]
Cc1nc(N2CCCC2)ncc1C(=O)Nc1ccc(OC(F)(F)F)cc1	1.4%	-6.6%[10.9 µM]	-4.9%	-15.5%
CSCCC(N=CC1=C(O)CC(C)(C)CC1=O)C(=O)O (centres undefined)	0.3%	-6.2%	0.8%	11.6%
Cc1ccnc(NC(=O)c2cc(S(=O)(=O)N3CCCCC3)ccc2Cl)c1	-3.8%	.	8.6%	22.7%
CC(C)(C)Cc1nnc(NS(=O)(=O)Cc2ccccc2)s1	?	-5.0%	1.5%	8.9%
COc1ccc(-c2nn3c(=O)cc(CN4CCN(C(=O)Nc5ccc(C)c(Cl)c5)CC4)nc3s2)cc1	?	-11.8%[10.9 µM]	2.8%	-10.3%
CC(=O)c1ccc(-n2nncc2C(C)(C)C)cc1	1.1%	-4.2%	7.0%	5.4%
CCN(CC)c1ccc(NC(=O)CCCN2C(=O)C(c3ccccc3)Oc3cccnc32)c(C)c1 (centres undefined)	-0.6%	-18.2%[10.9 µM]	-5.4%	-1.7%
CC1(C)CC(=O)c2cnc(NC(=O)Cc3ccc(Cl)cc3)nc2C1	2.4%	-8.9%	-0.3%	-0.4%
Cc1ccc(NC(=O)CSc2nc3ccc(NC(=O)c4ccco4)cc3s2)c(C)c1	?	-20.0%[10.9 µM]	-1.7%	-9.9%
Nc1nc2n(n1)C1(CCCCC1)C1=C(CCCC1)N2	-1.7%	-7.2%	7.4%	13.6%

4 structures out of the list, ordered by count of non-hydrogen atoms, lowest first:
SMILES	IkB signaling	Peg3 imprint	p53ts 32C tox	p53ts 39C tox
CC(=O)c1ccc(-n2nncc2C(C)(C)C)cc1	1.1%	-4.2%	7.0%	5.4%
Cc1ccnc(NC(=O)c2cc(S(=O)(=O)N3CCCCC3)ccc2Cl)c1	-3.8%	.	8.6%	22.7%
Cc1ccc(NC(=O)CSc2nc3ccc(NC(=O)c4ccco4)cc3s2)c(C)c1	?	-20.0%[10.9 µM]	-1.7%	-9.9%
CCN(CC)c1ccc(NC(=O)CCCN2C(=O)C(c3ccccc3)Oc3cccnc32)c(C)c1 (centres undefined)	-0.6%	-18.2%[10.9 µM]	-5.4%	-1.7%

Assay outcomes from PubChem BioAssay.
